# Diaph act CS: counter-screen for diaphorase-based assays: diaphorase activators and chemical reducers; Diaphorase/resazurin coupled assay, resorufin fluorescence, 16 min; hits give high values; 1 = vehicle wells, 0 = NADH-free wells; activation factor at 20 µM; 0.005% of 190,000 active; AID 1229;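 active = diaphorase activity raised at least twofold by the compound at 20 µM; inactive = activation factor below 2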
#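 test system = bacterial diaphorase enzyme (C. kluyveri) | quantity = enzyme 0.07 U/mL final | reagent = NADH substrate 0.114 mM plus resazurin dye 0.1 mM, final | incubation = 16 min enzyme reaction, ambient temperature | buffer or medium = HEPES pH 7.4 buffer with MgCl2 and Tween 20 | signal = fluorescence of resorufin, 544 nm excitation, 590 nm emission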
# Diaph inh CS: counter-screen for diaphorase-based assays: diaphorase inhibitors and chemical oxidizers; diaphorase resazurin-to-resorufin fluorescence, NADH, 16 min; bacterial (C. kluyveri) enzyme, not human; inhibition, % at 20 µM; 0.69% of 190,000 active; AID 1217;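 active = primary screen inhibition at 20 µM above a set limit, cut at about 50% in these data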;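 also: plate controls were DMSO with full reaction for no effect and wells lacking NADH for full effect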
#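 material = Clostridium kluyveri diaphorase enzyme | amount = 0.14 U/mL diaphorase, enzyme working solution | schedule = incubation 16 min, room temperature | detection = fluorescence of resorufin formed from resazurin, Ex 544/Em 590 nm | benchmarks = positive control minus NADH, DMSO neutral control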
# APP 5'UTR act: activates APP 5'UTR luciferase reporter; AID 1276; activation, % at 2 µM; 1% of 190,000 active; SH-SY5Y APP 5'UTR luciferase reporter, luminescence; zero percent = DMSO vehicle wells;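 active = activation above a set limit, based on mean plus 3 SD of controls, cut at about 140% in these data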; also: values of inactives mirror those of a sister screen read the other way
# NF-kB neuron act: raises NF-kB expression in human neuronal cells; fold change at 12.5 µM; 1.6% of 190,000 active; AID 1239; NF-kB reporter expression; hits give high values; in the data active = fold change above about 3.3
# APP 5UTR inh: APP translation inhibition; SH-SY5Y APP 5'UTR-luciferase reporter, luminescence; inhibition, % at 2 µM; 0.82% of 190,000 active;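 active = inhibition above a set limit, derived from the sample mean plus 3 SD, cut at about 45% in these data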; also: values of inactives mirror those of a sister screen read the other way
# FLuc inhib CS: inhibits firefly luciferase, flagging false hits in luciferase inhibition screens. P08659. ATPLite firefly luciferase biochemical luminescence, 10 min. inhibition, % at 10 µM. 1.5% of 200,000 active. AID 1006;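 active = inhibition above about 50% when tested at 10 µM, limit read from the data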
# FLuc stim CS: firefly luciferase counter-screen for stimulation assays | activation factor at 10 µM | AID 1027 | ATPlite luciferase biochemical, luminescence, 10 min; 0 = ATP-free wells, 1 = DMSO control | 200,000 tested, under 10 active | P08659;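 active = luciferase activation factor, scaled between plate controls, of at least 2 with compound at 10 µM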
#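 Assay system: Luciferase/luciferin detection reagent, cell-free biochemical luciferase assay / Read-out: luciferase activation / Benchmarks: No-ATP low control, compound-free enzyme-plus-ATP high control / Medium: PBS buffer for ATP / Detection: luminescence measurement of luciferase light output / Schedule: 10 min at ambient temperature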
# TLR4-MyD88 BLA: TLR4-MyD88 interaction inhibition in cells; O00206+Q99836; HeLa CL3-4 TLR4/MyD88 BLA complementation, FRET ratio; inhibition, % at 8.4 µM; 0.18% of 200,000 active; AID 861; in the data active = inhibition above about 25%;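 also: 0% = vehicle and 100% = reference inhibitor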
# Target sequence (O00206 whole entry, looked up): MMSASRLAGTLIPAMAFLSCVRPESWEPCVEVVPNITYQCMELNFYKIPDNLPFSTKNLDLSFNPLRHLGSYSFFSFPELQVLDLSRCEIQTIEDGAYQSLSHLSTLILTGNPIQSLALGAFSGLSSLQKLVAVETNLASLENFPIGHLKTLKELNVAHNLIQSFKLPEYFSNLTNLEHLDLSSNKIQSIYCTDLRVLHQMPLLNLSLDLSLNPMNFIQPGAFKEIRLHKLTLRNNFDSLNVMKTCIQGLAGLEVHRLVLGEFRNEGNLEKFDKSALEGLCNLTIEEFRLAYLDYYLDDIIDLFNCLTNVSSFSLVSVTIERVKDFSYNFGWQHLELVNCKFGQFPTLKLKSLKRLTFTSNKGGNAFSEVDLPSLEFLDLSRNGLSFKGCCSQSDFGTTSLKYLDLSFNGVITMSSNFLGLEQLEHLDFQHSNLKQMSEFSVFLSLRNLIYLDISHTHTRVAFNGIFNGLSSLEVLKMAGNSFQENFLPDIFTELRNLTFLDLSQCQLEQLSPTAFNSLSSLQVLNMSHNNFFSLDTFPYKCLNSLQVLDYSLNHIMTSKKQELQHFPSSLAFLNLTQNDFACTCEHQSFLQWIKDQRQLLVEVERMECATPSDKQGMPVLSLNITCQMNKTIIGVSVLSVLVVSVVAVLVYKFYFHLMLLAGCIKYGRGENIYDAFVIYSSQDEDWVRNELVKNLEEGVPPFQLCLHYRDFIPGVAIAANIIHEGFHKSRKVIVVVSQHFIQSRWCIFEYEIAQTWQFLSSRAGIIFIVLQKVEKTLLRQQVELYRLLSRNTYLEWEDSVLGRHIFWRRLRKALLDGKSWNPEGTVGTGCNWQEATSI
# Target sequence (Q99836 whole entry, looked up): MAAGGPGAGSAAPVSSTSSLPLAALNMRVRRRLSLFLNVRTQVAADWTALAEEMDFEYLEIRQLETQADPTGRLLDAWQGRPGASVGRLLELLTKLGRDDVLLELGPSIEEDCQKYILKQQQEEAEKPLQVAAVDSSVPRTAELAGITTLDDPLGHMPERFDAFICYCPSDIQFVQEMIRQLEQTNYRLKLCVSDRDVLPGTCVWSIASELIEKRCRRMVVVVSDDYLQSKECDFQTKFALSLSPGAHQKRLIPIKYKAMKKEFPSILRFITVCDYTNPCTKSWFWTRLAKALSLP
# G6PDH CS: counter-screen for G6PDH assay hits: L. mesenteroides G6PDH inhibition; Purified L. mesenteroides G6PDH, diaphorase/resazurin coupled fluorescence, 45 min; inhibition, % at 5 µM; 0.12% of 200,000 active; in the data active = inhibition above about 50%
# STAT1 act: STAT1 signaling activation | NIH 3T3 STAT1-luciferase reporter, IFN-gamma, luminescence; 100% = IFN-gamma alone, no compound | AID 932 | 2.6% of 200,000 active | activation (% of control), % at 5.5 µM;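 active = activation above the screen-wide mean activation plus 3 SD, cut at about 130% in these data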;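 also: raw ratio to IFN-gamma control signal so 100% means no change and 0% no light; values of inactives mirror those of a sister screen read the other way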
# * hit, by the source's call; . = not tested or not shown.
SMILES,Diaph act CS,Diaph inh CS,APP 5'UTR act,NF-kB neuron act,APP 5UTR inh,FLuc inhib CS,FLuc stim CS,TLR4-MyD88 BLA,G6PDH CS,STAT1 act
CC(=O)Nc1cccc(NC(=O)Nc2cccc(Cl)c2C)c1,0.9,5.7,-0.8,1.21,0.8,-6.0,1.1,-1.4,10.6,93.8
O=[N+]([O-])c1cccc(-c2nc3ccc([N+](=O)[O-])cc3[nH]2)c1,1.1,-6.0,22.1,1.63,-22.1,4.3,1,-17.2,3.7,122.9
CCN(CCn1cccn1)Cc1cn[nH]c1-c1ccc(-c2ccccc2)cc1,1,4.9,17.8,1.02,-17.8,7.1,0.9,-14.3,4.1,126.1
CC(=O)Oc1cccc(N2C(=O)C3C4C=CC(C4)C3C2=O)c1 (stereo unspecified),0.9,9.6,-0.9,0.97,0.9,-3.6,1,-16.0,3.8,92.3
Cc1cc([N+](=O)[O-])ccc1N(C)C,0.8,17.6,2.4,1,-2.4,-0.6,1,-3.3,4.4,88.0
CCN(CC)S(=O)(=O)c1ccc2nnn(O)c2c1,1.1,-12.6,-9.9,0.93,9.9,1.4,1,8.9,0.3,105.4
S=C(NCc1ccc(Cl)cc1Cl)NC1CCCCC1,0.8,24.1,3.2,0.89,-3.2,1.0,1,1.1,0.2,104.7
CCC(C)(C)NC(=O)CN(C(=O)CNS(=O)(=O)c1ccc(C)cc1)c1ccc2c(c1)OCCO2,1,2.3,2.0,0.72,-2.0,-0.1,1,-3.4,8.9,96.2
Cc1cccc2sc(N(CCCN(C)C)C(=O)c3cc4ccccc4oc3=O)nc12,0.9,6.6,-1.8,1.11,1.8,-6.6,1.1,-4.5,-13.9,103.6
CCOC(=O)c1c(C)[nH]c(C)c1C(=O)CSc1nnc(-c2cc(OC)c(OC)c(OC)c2)o1,0.8,17.9,-0.9,1.11,0.9,-7.6,1.1,15.5,3.3,101.6
Clc1ccc(-c2nnc3sc(-c4ccc(Br)o4)nn23)cc1,0.9,9.5,-1.1,1.1,1.1,-6.7,1.1,4.6,-42.7,104.3
CCOC(=O)c1[nH]c(C)c(CN(C(C)=O)c2ccc(OCC)cc2)c1C,0.9,7.8,3.4,1.12,-3.4,-3.0,1,-17.4,3.8,81.0
O=S(=O)(NC1c2cccc3cccc(c23)C1N1CCN(CCO)CC1)c1ccccc1 (stereo unspecified),0.8,24.3,0.2,1.27,-0.2,-5.1,1.1,-0.3,0.1,101.0
COc1ccc(NC(=O)CSc2n[nH]c(N)n2)cc1OC,1.2,-18.2,4.5,0.83,-4.5,-4.4,1,2.0,0.4,100.2
O=C(Nc1ccc(Cl)cc1)OCc1cc(-c2ccccc2Cl)on1,0.9,8.1,6.5,1.23,-6.5,-6.1,1.1,10.0,2.7,110.0
CC1CCCCN1C(=O)COc1ccccc1F (stereo unspecified),0.8,16.6,-11.1,1.15,11.1,-2.9,1,-9.4,10.4,99.8
C=CCNC(=O)C1CCN(S(C)(=O)=O)CC1,0.9,6.3,-14.1,0.95,14.1,0.6,1,10.4,-1.5,94.9
NC(=O)C1CCN(CC(=O)N2N=CCC2c2ccccc2)CC1 (stereo unspecified),0.9,7.0,-0.7,1.17,0.7,-1.4,1,-10.8,15.8,92.7
COc1cc(CNC2CCCC2)cc(Cl)c1OCc1ccc(F)cc1,1,0.0,-4.3,1.06,4.3,-1.3,1,5.0,-21.2,106.4
OCCCNCc1ccc(Cl)cc1Cl,0.9,11.1,-10.4,1.12,10.4,-0.9,1,-3.9,-2.1,101.8
COc1ccc2nc(Nc3nc(CSc4ccc(C)cc4)cc(=O)[nH]3)nc(C)c2c1,1,4.8,-14.9,0.71,14.9,-4.7,1,11.5,0.7,105.6
COc1ccc(OC)c(C(C)NC(=O)c2ccc(Br)cc2)c1 (stereo unspecified),0.8,23.9,-5.7,0.86,5.7,-8.2,1.1,-1.6,9.6,99.2
O=c1c2ccccc2[nH]c2ccccc12,0.9,8.7,16.5,1.23,-16.5,7.7,0.9,-2.2,2.4,97.9
O=C1C(c2ccc(F)cc2)N(Cc2ccc3c(c2)OCO3)C(=O)CN1C1CCCCC1 (stereo unspecified),0.8,16.9,-3.2,1.07,3.2,-5.2,1.1,-5.2,-0.4,99.7
O=C(O)CSc1nnc(C2CC2)n1-c1ccccc1,1,-1.3,1.7,1.15,-1.7,-3.4,1,16.4,-0.3,97.4
CC(C)(C)SCCNC(=O)COc1ccccc1,0.9,11.9,-19.1,1.41,19.1,-3.3,1,2.6,23.2,106.5
Cc1cccc(NC(=S)N/N=C/C(C)c2ccccc2)c1C (stereo unspecified),0.8,17.0,15.7,1.2,-15.7,-6.3,1.1,2.2,-2.5,105.3
Cc1ccccc1-c1nc(CSc2nc3c(c(=O)[nH]2)CCC3)c(C)o1,1,1.7,13.8,0.81,-13.8,-6.1,1.1,0.4,3.0,99.7
COc1ccc(/C=N/NC(=O)CCc2ccccc2)cc1O,0.9,14.4,-4.5,1.21,4.5,-3.2,1,-0.8,0.8,97.1
CCC(C(=O)N1CCN(c2cccc(Cl)c2)CC1)c1ccccc1 (stereo unspecified),0.8,20.1,-6.4,0.78,6.4,-9.5,1.1,-7.2,16.8,92.5
COC(=O)c1cc(OC)c(OC)cc1NC(=O)CSc1nnc(-c2cccnc2)n1C,0.8,19.7,.,1.17,8.9,-5.4,1.1,11.3,1.4,100.8
O=C(COc1ccccc1C(=O)Nc1ccccc1)c1ccc(F)cc1,1.1,-5.9,-13.4,1.05,13.4,-1.7,1,5.0,4.0,99.4
Cc1cc(C)c2nc(NC3=NCN(CCN4CCOCC4)CN3)nc(C)c2c1,1,3.8,.,.,.,-1.6,1,.,5.7,.
O=C(CN1N=C(c2ccccc2)CCC1=O)NCCN1CCc2ccccc2C1,1,-3.4,-8.3,0.95,8.3,-0.2,1,10.2,-2.5,92.2
Nc1ncnc2oc(-c3ccco3)c(-c3ccco3)c12,0.6,38.6,-9.4,0.71,9.4,-3.6,1,-10.9,6.9,117.2
Cc1ccc(S(=O)(=O)c2nnn3c2nc(Nc2cccc(C)c2)c2ccccc23)cc1,1.1,-5.7,7.8,0.96,-7.8,2.8,1,-11.2,5.7,91.8

# Some of these compounds in order of number of heavy atoms, low to high:
SMILES,Diaph act CS,Diaph inh CS,APP 5'UTR act,NF-kB neuron act,APP 5UTR inh,FLuc inhib CS,FLuc stim CS,TLR4-MyD88 BLA,G6PDH CS,STAT1 act
O=c1c2ccccc2[nH]c2ccccc12,0.9,8.7,16.5,1.23,-16.5,7.7,0.9,-2.2,2.4,97.9
CCN(CC)S(=O)(=O)c1ccc2nnn(O)c2c1,1.1,-12.6,-9.9,0.93,9.9,1.4,1,8.9,0.3,105.4
Clc1ccc(-c2nnc3sc(-c4ccc(Br)o4)nn23)cc1,0.9,9.5,-1.1,1.1,1.1,-6.7,1.1,4.6,-42.7,104.3
Cc1cccc(NC(=S)N/N=C/C(C)c2ccccc2)c1C (stereo unspecified),0.8,17.0,15.7,1.2,-15.7,-6.3,1.1,2.2,-2.5,105.3
CCC(C(=O)N1CCN(c2cccc(Cl)c2)CC1)c1ccccc1 (stereo unspecified),0.8,20.1,-6.4,0.78,6.4,-9.5,1.1,-7.2,16.8,92.5
COc1ccc2nc(Nc3nc(CSc4ccc(C)cc4)cc(=O)[nH]3)nc(C)c2c1,1,4.8,-14.9,0.71,14.9,-4.7,1,11.5,0.7,105.6
O=C1C(c2ccc(F)cc2)N(Cc2ccc3c(c2)OCO3)C(=O)CN1C1CCCCC1 (stereo unspecified),0.8,16.9,-3.2,1.07,3.2,-5.2,1.1,-5.2,-0.4,99.7
CCOC(=O)c1c(C)[nH]c(C)c1C(=O)CSc1nnc(-c2cc(OC)c(OC)c(OC)c2)o1,0.8,17.9,-0.9,1.11,0.9,-7.6,1.1,15.5,3.3,101.6

# The listing continues:
SMILES,Diaph act CS,Diaph inh CS,APP 5'UTR act,NF-kB neuron act,APP 5UTR inh,FLuc inhib CS,FLuc stim CS,TLR4-MyD88 BLA,G6PDH CS,STAT1 act
COc1ccc(/C=C(\NC(=O)c2cccs2)C(=O)N2CCOCC2)cc1OC,1,3.7,8.7,1.06,-8.7,-1.6,1,11.5,1.9,105.8
COc1ccc(C(=O)n2nc(-c3ccc(Cl)cc3)nc2N)cc1OC,0.9,14.1,-9.5,1.19,9.5,-0.8,1,1.6,-3.8,101.6
CN(C)c1cccc(C(=O)OCC(=O)Nc2ccccc2Cl)c1,1,-4.3,-11.6,1.13,11.6,-0.1,1,2.7,-4.5,97.0
O=[N+]([O-])c1ccccc1S(=O)(=O)Oc1ccc(C(=S)N2CCOCC2)cc1,0.9,8.8,5.5,1.24,-5.5,-7.5,1.1,-15.1,-9.2,92.8
CCOC(=O)C(C)Sc1nc(-c2cccs2)ccc1C#N (stereo unspecified),0.9,7.7,16.6,1.11,-16.6,-6.0,1.1,5.2,7.9,97.2
CC1=C(C(=O)Nc2ccccc2)C(c2ccccn2)n2ncnc2N1 (stereo unspecified),0.9,6.5,-2.7,0.93,2.7,-8.2,1.1,9.2,8.4,106.9
O=c1[nH]cnc2scc(-c3cccs3)c12,1,-1.3,3.3,1.12,-3.3,-5.5,1.1,-1.4,0.8,93.3
COc1cc(OC)cc(C(=O)N2CCC(N3CCN(c4ccccc4)CC3)CC2)c1,0.8,15.8,10.1,0.98,-10.1,-8.2,1.1,-7.0,1.3,98.0
CCN1CCN(C(=O)c2ccccc2N(Cc2ccccc2)S(=O)(=O)c2ccc(C)cc2)CC1,1,-1.8,-21.7,1.23,21.7,-1.1,1,-2.6,3.8,89.5
CCOC(=O)NCCc1ccc(OC)cc1,0.8,15.7,2.7,1.17,-2.7,-3.6,1,-8.6,2.2,92.8
COCCCNC(=O)CSC1=Nc2ccccc2C2=NC(c3ccccc3)C(=O)N12 (stereo unspecified),1,3.1,-17.6,1,17.6,-7.8,1.1,-3.9,1.2,92.4
O=S(=O)(NCCCN1CCN(c2ccccc2F)CC1)c1cccc2cccnc12,0.9,10.7,14.9,1.41,-14.9,-4.1,1,5.2,1.9,97.4
COc1ccc(-c2cc(C(F)(F)F)n3nc(C(=O)NCCCn4ccnc4)cc3n2)cc1,1.1,-7.0,2.1,0.77,-2.1,-0.9,1,-5.0,16.3,101.0
CC1/C(=N/O)CC(c2ccccc2)N(C)C1c1ccccc1 (stereo unspecified),0.9,13.4,5.8,1.15,-5.8,-4.2,1,-7.5,8.5,105.4
COc1ccc(C2C(C(=O)Nc3cccnc3)=C(C)Nc3nc(-c4cccs4)nn32)cc1OC (stereo unspecified),1.1,-7.1,5.1,1.5,-5.1,-6.1,1.1,-7.0,-8.0,97.0
O=[N+]([O-])c1ccc(Oc2ccc(S(=O)(=O)Nc3ccccc3)cc2)cc1,0.8,16.9,-4.4,0.84,4.4,-8.5,1.1,11.8,-11.9,92.1
Cc1ccc(N(Cc2cc3ccccc3[nH]c2=O)S(=O)(=O)c2ccccc2)cc1,0.9,9.2,-4.0,1.13,4.0,-3.8,1,1.2,-15.5,93.8
C=CCn1c(O)c(N=O)c2cc(C)ccc21,0.8,24.8,19.6,0.99,-19.6,-4.7,1,-15.8,15.9,94.0

# No enrichment for hits; any-hit rate near 5.6%.
